Screening results: PubChem BioAssay, NMMLSC
Bim-Bfl-1 = inhibitors of Bim-Bfl-1 interaction, human. hit rate 0.12% among 190,000. AID 1008. inhibition, % at 10 µM. Q16548. Bead-based flow cytometry, Bim-Bfl-1 binding inhibition;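 note: 0% = wells without compound plus tracer and 100% = blocker peptide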
ABCG2 block = blocks JC-1 efflux by human ABCG2 transporter | AID 1325 | hit rate 0.1% among 190,000 | IgMXP3 cells, flow cytometry | inhibition, % at 6.6 µM;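 active = inhibition above 80%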;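 note: 0% = DMSO and 100% = nicardipine control wells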
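Test system: IgMXP3 cells (ABCG2) mixed with DDAO far-red-labelled CCRF-Adr cells (ABCB1). Reagent: JC-1 transporter substrate. Compound dosing: single test compound dose, 6.6 µM final. Times: 10 min compound exposure, 25 °C. Detection: flow cytometry of retained JC-1 fluorescence. Read-out basis: efflux inhibition in percent versus controls. Controls: nicardipine and DMSO wells.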
ABCB1 inh = inhibitors of human ABCB1 transporter, ABCG2 counter-screen | P08183 | CCRF-Adr cells, JC-1 efflux, flow cytometry | inhibition, % at 6.6 µM | hit rate 0.067% among 190,000 | AID 1326; in the data active = inhibition above about 40%;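 note: 0% = vehicle and 100% = reference inhibitor; higher value means more JC-1 retained so stronger ABCB1 efflux block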
Bim-Bcl-XL = human Bim-Bcl-XL interaction inhibition; Q07817; Bim peptide-Bcl-XL binding, bead flow cytometry, fluorescence; inhibition, % at 10 µM; hit rate 0.04% among 190,000
Target sequence (Q07817 whole entry, looked up): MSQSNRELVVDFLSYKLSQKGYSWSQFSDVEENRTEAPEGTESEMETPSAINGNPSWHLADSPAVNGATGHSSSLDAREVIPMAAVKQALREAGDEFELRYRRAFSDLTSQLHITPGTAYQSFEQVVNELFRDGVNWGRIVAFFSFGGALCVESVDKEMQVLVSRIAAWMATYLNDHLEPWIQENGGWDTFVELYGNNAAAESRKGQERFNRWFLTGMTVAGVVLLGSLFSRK
Avidin fluor = avidin bead compound fluorescence profile; Avidin beads, compound fluorescence 488/530 nm, flow cytometry; hits give high values; fluorescence (KMESF) at 10 µM; hit rate 0.38% among 220,000; AID 1775; in the data active = fluorescence above about 47; note: inactives centre near 10
Bcl-W Bim block = human Bim-Bcl-W interaction inhibition; Q92843; bead-based flow cytometry, Bim peptide-Bcl-W binding; inhibition, % at 10 µM; hit rate 0.02% among 190,000; AID 952;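 note: 0% = bound tracer without compound and 100% = peptide blocker; higher means less fluorescent Bim peptide bound to Bcl-W beads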
Target sequence (Q92843 whole entry, looked up): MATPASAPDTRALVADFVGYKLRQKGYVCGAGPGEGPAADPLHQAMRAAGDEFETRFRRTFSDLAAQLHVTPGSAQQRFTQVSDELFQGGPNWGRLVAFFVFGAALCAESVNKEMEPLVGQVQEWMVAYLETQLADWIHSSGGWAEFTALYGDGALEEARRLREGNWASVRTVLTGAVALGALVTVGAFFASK
RGS4-Gao reg = human RGS4-Galphao interaction regulation; P09471; Multiplexed bead flow cytometry, RGS4-Galphao binding; actives lie on both sides; binding response (% of control), % at 10 µM; hit rate 0.33% among 220,000; in the data active = binding response below about 49% or above about 150%; inactive = in between;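 note: fluorescent Galphao activated with aluminum fluoride binding bead-coupled RGS4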
Bcl-2 Bim block = inhibitors of Bim-Bcl-2 interaction, human | Bead-based flow cytometry, Bim peptide-Bcl-2 binding | inhibition, % at 10 µM | P10415 | hit rate 0.06% among 190,000; in the data active = inhibition above about 40%; inconclusive = no clear call, values can overlap the other calls;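 note: 0% = no compound wells with probe peptide and 100% = reference peptide inhibitor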
Target sequence (P10415 whole entry, looked up): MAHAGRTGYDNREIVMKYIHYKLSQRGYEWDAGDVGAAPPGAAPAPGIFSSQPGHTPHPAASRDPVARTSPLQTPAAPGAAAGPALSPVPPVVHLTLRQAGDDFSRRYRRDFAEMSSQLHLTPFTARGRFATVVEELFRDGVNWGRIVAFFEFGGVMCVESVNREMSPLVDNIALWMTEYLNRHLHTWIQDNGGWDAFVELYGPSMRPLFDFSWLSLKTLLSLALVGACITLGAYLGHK
Bim-Bcl-B = disrupts Bim peptide binding to human Bcl-B | AID 951 | inhibition, % at 10 µM | hit rate 0.073% among 190,000 | Q9HD36 | bead-based flow cytometry;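 note: 0% = tracer peptide without compound and 100% = reference inhibitor peptide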
Target sequence (Q9HD36 whole entry, looked up): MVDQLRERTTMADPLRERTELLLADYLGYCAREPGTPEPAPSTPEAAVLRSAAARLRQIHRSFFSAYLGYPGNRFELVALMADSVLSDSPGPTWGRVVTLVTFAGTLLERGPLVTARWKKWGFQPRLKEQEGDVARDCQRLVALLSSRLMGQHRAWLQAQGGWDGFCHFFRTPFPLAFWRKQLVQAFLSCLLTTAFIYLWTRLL
GSH fluor = GSH bead compound fluorescence profile | fluorescence (KMESF) at 10 µM | GSH beads flow cytometry, compound fluorescence 488/530 nm; hits give high values | hit rate 0.25% among 190,000; in the data active = fluorescence above about 89;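 note: glutathione beads carrying GST-tagged Bcl family fusion proteins plus one bare bead set; values are compound well signal with DMSO vehicle wells as background; inactives centre near 16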
RGS7-Gao = human RGS7-Galphao interaction regulation; P09471; Multiplexed bead flow cytometry, RGS7-Galphao binding; actives lie on both sides; binding response (% of control), % at 10 µM; hit rate 0.35% among 220,000; AID 1439; in the data active = binding response below about 49% or above about 150%; inconclusive = no clear call, values can overlap the other calls; inactive = in between;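 note: fluorescent Galphao held in activated GDP-AlF4 state binding bead-coupled RGS7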
* hit, by the source's call; ? = inconclusive; nt = not tested or not shown. Cut-off read from the data, not from the text of the source, unless noted: active = inhibition above about 40%.

SMILES	Bim-Bfl-1	ABCG2 block	ABCB1 inh	Bim-Bcl-XL	Avidin fluor	Bcl-W Bim block	RGS4-Gao reg	Bcl-2 Bim block	Bim-Bcl-B	GSH fluor	RGS7-Gao
Cc1ccc(NC(=O)c2cc3ccccc3o2)cc1S(=O)(=O)N(C)C	-10	1	0.2	-6	8	-4	103	0	-4	5	103
COc1ccc(-c2nc(C(F)(F)F)c(OC)o2)cc1OC	-15	11	0.3	-3	7	-1	99	-6	-4	12	95
Cc1cc(C(=O)OCC(=O)N(C)C2CCS(=O)(=O)C2)c(C)n1-c1ccccc1 (stereo unspecified)	5	1	-0.1	2	8	7	91	-1	-1	23	93
COc1ccc(-c2nnc(SCC(=O)N3CCCc4ccccc43)o2)cc1OC	-9	2	0.7	-13	4	2	104	-6	-6	41	108
Cc1cn(C)c(=O)n(C)c1=O	-3	0	0.8	0	7	0	100	-8	0	22	97
O=C1CC(Nc2ccccc2)C(=O)N1c1ccc(N2CCOCC2)cc1 (stereo unspecified)	0	5	0.7	0	6	-2	101	-5	2	21	97
O=C(/C=C/c1ccc(O)cc1)c1ccc(NC2=C(N3CCCCC3)C(=O)c3ccccc3C2=O)cc1	0	-2	-0.1	2	11	0	99	3	0	32	99
CCCCCn1c(CNC(=O)CCC)nc2ccccc21	-10	-3	-2.9	-2	7	0	103	-9	-8	23	101
CCOC(=O)C1CCN(C(=O)/C=C/c2cc(OC)c(OC)c(OC)c2)CC1	-9	8	nt	-8	17	-6	99	-11	-11	10	101
Cc1ccc2nc(C(=O)N3CCc4c([nH]c5ccccc45)C3c3ccccn3)cn2c1 (stereo unspecified)	-4	3	0.8	0	10	2	101	-1	0	12	100
CCOC(=O)Cc1nnc(NC(=O)CSc2nnc3c4ccccc4n(C(C)C)c3n2)s1	-4	1	0.0	2	9	4	99	-4	0	7	100
Cc1cc(N2CCN(Cc3ccc4c(c3)OCO4)CC2)n2ncnc2n1	-2	4	1.1	-2	33	0	97	-1	-3	14	94
Clc1ccc2nc(CSCc3ccccc3)cn2c1	-4	1	0.4	-3	9	0	98	-1	-4	16	?
CCOC(=O)c1cc(-c2ccc(C)o2)nn1CCC#N	-14	1	0.2	-1	9	1	101	-3	0	8	102
CC(C)c1ccc(C(=O)CSc2n[nH]c(-c3ccncc3)n2)cc1	-12	1	0.1	4	4	2	97	-7	-7	33	93
CCOc1cc(S(=O)(=O)n2c(C)nc3ccccc32)ccc1F	-12	19	1.1	-7	14	1	126	-7	-7	31	126
Cc1ccc(C)c(N2CCN(C(=O)c3csc(C)c3C)CC2)c1	2	3	1.3	-5	3	-3	89	1	-8	6	98
NC(=O)C1CCN(C(=O)COc2cccc3cccnc23)CC1	-4	1	0.2	0	11	3	100	0	0	11	94
O=C(Nc1nc2ccccc2[nH]1)c1cc2ccccc2o1	1	0	-0.4	-2	14	2	96	-1	-1	10	97
COc1ccc2c(c1)C(C)=CC(C)(C)N2C(=O)CN1C(=O)CCC1=O	3	1	0.6	-4	15	-3	105	-4	-4	22	102

Some of these compounds in order of count of non-hydrogen atoms, low to high:
SMILES	Bim-Bfl-1	ABCG2 block	ABCB1 inh	Bim-Bcl-XL	Avidin fluor	Bcl-W Bim block	RGS4-Gao reg	Bcl-2 Bim block	Bim-Bcl-B	GSH fluor	RGS7-Gao
Clc1ccc2nc(CSCc3ccccc3)cn2c1	-4	1	0.4	-3	9	0	98	-1	-4	16	?
CCOC(=O)c1cc(-c2ccc(C)o2)nn1CCC#N	-14	1	0.2	-1	9	1	101	-3	0	8	102
O=C(Nc1nc2ccccc2[nH]1)c1cc2ccccc2o1	1	0	-0.4	-2	14	2	96	-1	-1	10	97
Cc1ccc(C)c(N2CCN(C(=O)c3csc(C)c3C)CC2)c1	2	3	1.3	-5	3	-3	89	1	-8	6	98
CC(C)c1ccc(C(=O)CSc2n[nH]c(-c3ccncc3)n2)cc1	-12	1	0.1	4	4	2	97	-7	-7	33	93
COc1ccc2c(c1)C(C)=CC(C)(C)N2C(=O)CN1C(=O)CCC1=O	3	1	0.6	-4	15	-3	105	-4	-4	22	102
O=C1CC(Nc2ccccc2)C(=O)N1c1ccc(N2CCOCC2)cc1 (stereo unspecified)	0	5	0.7	0	6	-2	101	-5	2	21	97
CCOC(=O)C1CCN(C(=O)/C=C/c2cc(OC)c(OC)c(OC)c2)CC1	-9	8	nt	-8	17	-6	99	-11	-11	10	101
Cc1ccc2nc(C(=O)N3CCc4c([nH]c5ccccc45)C3c3ccccn3)cn2c1 (stereo unspecified)	-4	3	0.8	0	10	2	101	-1	0	12	100
CCOC(=O)Cc1nnc(NC(=O)CSc2nnc3c4ccccc4n(C(C)C)c3n2)s1	-4	1	0.0	2	9	4	99	-4	0	7	100
O=C(/C=C/c1ccc(O)cc1)c1ccc(NC2=C(N3CCCCC3)C(=O)c3ccccc3C2=O)cc1	0	-2	-0.1	2	11	0	99	3	0	32	99

(list continues)
SMILES	Bim-Bfl-1	ABCG2 block	ABCB1 inh	Bim-Bcl-XL	Avidin fluor	Bcl-W Bim block	RGS4-Gao reg	Bcl-2 Bim block	Bim-Bcl-B	GSH fluor	RGS7-Gao
Cn1c(Cc2ccccc2)nnc1SCCC(=O)Nc1ccccc1	-1	4	0.4	-1	29	-1	95	-5	-1	16	101
O=C(COc1ccc(Cl)cc1)NCc1nnc(SCC(=O)NC2CCCCC2)o1	-14	19	1.0	-6	9	0	98	-11	-10	14	93
Cc1cc(Cl)ccc1OCCCC(=O)N1CCCc2ccccc21	0	1	-0.3	0	13	0	101	-3	-1	20	101
CCc1cc2c(NCCC(=O)O)ncnc2s1	-9	0	-0.1	-5	13	4	103	-6	-4	60	102
COc1ccc(C(=O)Nc2cc3c(cc2Cl)OCCCO3)cc1	-9	2	0.6	-1	28	4	103	-7	4	22	101
CCSc1oc(-c2ccccc2)nc1S(=O)(=O)c1ccccc1	-11	6	0.6	-4	13	1	98	-10	-9	42	100
COc1ccc(C(C)=O)cc1CSc1nnc(-c2ccc(Cl)cc2)n1-c1ccccc1	-1	4	3.0	0	10	0	95	-1	-4	22	98
Cc1[nH]nc2c1C1(CCN(C(=O)c3ccccc3)CC1)C(C#N)=C(N)O2	-16	2	0.4	-7	12	0	100	-11	-10	26	99
C/C(=N\OC(=O)c1ccc(Cl)cc1)c1sc(-c2ccccc2)nc1C	-14	11	0.0	-5	11	0	103	-8	-8	32	105
O=C(Cn1nnc(-c2ccc3c(c2)OCO3)n1)N1CCOCC1	-16	6	0.8	-4	13	0	100	-8	-8	29	100
Brc1ccc(-c2nn3c(-c4ccco4)nnc3s2)o1	-1	-2	-0.8	-10	7	6	98	4	10	40	100
Cc1ccc(CCN=c2c([N+](=O)[O-])nn(-c3ccccc3)n2O)cc1	-5	17	0.6	0	9	0	100	-6	-3	15	?
COc1ccc(CCNC(=O)C2CCCN2C(=O)Nc2cccc(C(C)=O)c2)cc1OC (stereo unspecified)	-6	1	0.3	-2	7	-2	98	0	-4	65	99
CCOc1ccc(NC(=S)N2CCCCCC2)cc1	1	-1	-0.7	-4	6	-4	99	-6	-4	19	103
CCOC(=O)C1(CC2CC2)CCN(C(=O)c2cc(OC)nc3ccccc23)CC1	-6	2	3.6	-4	11	-1	99	-2	-7	13	99
Cc1nc(SCC(=O)NCc2ccccc2)c2c(=O)n(C)c(=O)n(C)c2n1	-10	6	1.1	-5	13	3	98	-10	-11	25	101
O=C(COC(=O)/C=C/c1cccs1)Nc1cccc(S(=O)(=O)N2CCCC2)c1	-5	0	-0.4	-5	7	-2	98	-1	-3	14	100
Cc1nn(Cc2ccccc2)c(Cl)c1C(=O)NCCc1ccccc1	-13	37	0.9	-2	7	-3	102	-5	-12	16	103
Fc1cccc(F)c1-n1c(CN2CCOCC2)csc1=S	-10	2	0.1	-4	23	-5	103	-5	-8	11	103
Cc1ccc(S(=O)(=O)Nc2ccccc2CNc2cccc(C)n2)cc1	-18	2	0.1	-14	13	-9	98	-13	-16	20	102
CCOC(=O)C1=C(C)N(C)C(C)=C(C(=O)OCC)C1c1ccncc1	-3	3	2.4	-3	3	-1	102	-2	-2	10	101
CCCCCOC(=O)C1=C(C)NC(=O)NC1c1ccccc1OCC (stereo unspecified)	-4	4	1.4	-3	10	-2	98	-3	-1	7	101
O=C(O)/C=C\C(=O)NC1CCCCC1	-2	0	-0.1	-5	3	-4	95	-3	-7	13	92
CCOC(=O)c1sc(Nc2nc3ccc(OC)cc3s2)cc1C	-1	-18	-1.1	0	6	0	104	-2	1	11	107
CN(C)NC1=CC(=[N+]2CCCC2)CC(C)(C)C1	4	-1	-0.2	-1	9	-2	99	1	0	12	105
O=C(Nc1ccc2nn(-c3ccc(F)cc3)nc2c1)c1cccnc1	-4	0	0.2	-1	8	0	101	-2	-3	10	98
OC(COc1c(Br)cc(Br)cc1Br)CN1CCOCC1 (stereo unspecified)	-9	3	0.4	-14	6	0	108	-6	-8	34	108
CCCOC(=O)c1[nH]c2c(c1C)C(=O)CC(c1cc(OC)c(OC)c(OC)c1)C2 (stereo unspecified)	-9	16	3.6	-14	24	-5	98	-12	-12	15	99
CCc1ccc(CN(C)CCc2ccccn2)cc1	-15	0	0.2	-9	7	-4	141	-9	-7	31	139
COc1cccc(CNc2ncnc3cc(Cl)ccc23)c1	-1	1	0.1	-2	22	0	105	-2	0	12	99
COC(=O)C1=C(C)N(c2ccccc2)/C(=C/c2cccs2)C1=O	-17	30	2.5	-2	12	0	101	-9	-8	29	98
O=C(CCN1CCC(c2ccccc2)C1)c1ccccc1 (stereo unspecified)	-12	2	0.4	0	20	1	95	-1	-6	11	99
CCCN(CC1COc2ccccc2O1)C(=S)Nc1ccc(C)cc1 (stereo unspecified)	-14	21	1.8	-6	20	-4	103	-7	-9	17	103
O=C(CN(Cc1ccccc1)S(=O)(=O)c1ccc(Br)cc1)NCc1ccco1	-2	2	0.7	-5	10	-5	93	-3	-2	7	92
CC1CCCC(NC(=O)CSc2ncccc2C(=O)O)C1C (stereo unspecified)	-8	0	0.2	-4	17	0	103	-6	-7	33	103
COc1cccc(Cn2c(=O)sc3ccccc3c2=O)c1	3	1	0.1	-2	11	-2	98	1	-2	20	97
Cc1cc(NC(=O)c2c(F)cccc2Cl)n(-c2nc3ccccc3[nH]2)n1	-17	42	1.5	-6	23	0	102	-16	-8	26	101
CCCCCC(=O)N1CC2(C)CN(C(=O)CCCCC)CC(C)(C1)C2=O	-6	1	0.8	-2	11	6	102	-2	-1	8	101
Cc1ccc(NC2(C#N)C(=O)Nc3ccccc32)cc1C (stereo unspecified)	-6	2	-0.9	-2	13	-4	96	-2	-4	14	96

This is a random part of the collection. About 1.3% of those tested had a hit in this group.
